Screening results (PubChem BioAssay)
NPY Y1 blocker – blocks the human neuropeptide Y Y1 receptor. P25929. HEK293-CNG Y1 cells, membrane potential fluorescence; NPY at EC95, then isoproterenol. inhibition, % at 3.6 µM. hit rate 1% among 200,000;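 active = inhibition above the campaign mean inhibition of all tested compounds plus 3 SD, cut at about 20% in these data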;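 note: 0% = DMSO wells given NPY plus isoproterenol and 100% = isoproterenol alone without NPY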
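System: HEK293 cells with Y1 receptor plus CNG channel / Probe or stimulus: NPY 25 nM then isoproterenol 1 µM plus Ro 20-1724 25 µM / Compound: one concentration, 3.6 µM, in 0.4% DMSO / Schedule: compound incubation 1 h at room temperature, readout 45 min post-stimulation / Measured by: membrane potential fluorescence / Read-out: % inhibition of NPY effect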
S1P4 antagonist – blocks the human S1P4 receptor; O95977; inhibition, % at 4.98 µM; hit rate 0.26% among 220,000; S1P4-expressing cells, antagonist mode, reporter read-out; in the data active = inhibition above about 29%;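 note: 0% = wells stimulated with agonist and 100% = vehicle wells without agonist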
Target sequence (O95977 whole entry, looked up): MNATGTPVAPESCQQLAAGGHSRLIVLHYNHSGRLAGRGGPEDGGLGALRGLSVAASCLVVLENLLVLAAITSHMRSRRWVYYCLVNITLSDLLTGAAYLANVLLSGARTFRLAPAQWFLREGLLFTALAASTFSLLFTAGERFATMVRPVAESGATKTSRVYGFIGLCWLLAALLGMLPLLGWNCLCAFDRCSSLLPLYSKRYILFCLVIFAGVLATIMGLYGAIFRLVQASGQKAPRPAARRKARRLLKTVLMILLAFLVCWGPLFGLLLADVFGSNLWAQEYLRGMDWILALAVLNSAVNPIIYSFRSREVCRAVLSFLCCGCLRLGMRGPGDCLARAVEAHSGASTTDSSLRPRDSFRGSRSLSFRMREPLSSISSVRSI
p47phox inh – inhibitors of human p47phox binding; P14598; p47phox/p22phox peptide binding, fluorescence polarization, 2 h; inhibition, % at 24.7 µM; hit rate 0.53% among 220,000; AID 1274;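 active = inhibition above about 30%, limit read from the data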;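 note: 0% = p47phox with labelled peptide and 100% = labelled peptide alone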
NPY1 pot ag – human NPY-Y1 potentiation or agonism, primary screen; P25929; NPY-Y1 expressing cells, potentiator/agonist activation; activation, % at 3.6 µM; hit rate 0.37% among 220,000; in the data active = activation above about 33%, passing the limit was not always enough;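 note: cells stimulated with NPY at EC10 then isoproterenol at EC100; 0% = low agonist plus stimulus and 100% = saturating agonist plus stimulus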
Ba/F3 V617F tox – reduce viability of Ba/F3 cells dependent on JAK2V617F; Ba/F3 EpoR-JAK2V617F viability, ATP luminescence; inhibition, % at 5.6 µM; hit rate 1.1% among 220,000; AID 1446;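 active = inhibition above the campaign mean plus 3 SD over all tested compounds, cut at about 24% in these data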;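 note: cytokine-independent growth of Ba/F3 cells driven by EpoR plus mutant JAK2; 0% = DMSO-treated cells and 100% = JAK inhibitor I control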
NPY-Y2 PAM-ag – human NPY-Y2 potentiation or agonism, primary screen; cells expressing NPY-Y2, potentiator/agonist read-out; activation, % at 3.6 µM; hit rate 0.45% among 220,000; AID 1359; in the data active = activation above about 27%;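 note: cells stimulated with NPY near EC25 plus isoproterenol at EC100; 0% = vehicle plus submaximal agonist and 100% = vehicle plus saturating agonist; some results beyond the cut were filed as inactive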
Target sequence (P49146 whole entry, looked up): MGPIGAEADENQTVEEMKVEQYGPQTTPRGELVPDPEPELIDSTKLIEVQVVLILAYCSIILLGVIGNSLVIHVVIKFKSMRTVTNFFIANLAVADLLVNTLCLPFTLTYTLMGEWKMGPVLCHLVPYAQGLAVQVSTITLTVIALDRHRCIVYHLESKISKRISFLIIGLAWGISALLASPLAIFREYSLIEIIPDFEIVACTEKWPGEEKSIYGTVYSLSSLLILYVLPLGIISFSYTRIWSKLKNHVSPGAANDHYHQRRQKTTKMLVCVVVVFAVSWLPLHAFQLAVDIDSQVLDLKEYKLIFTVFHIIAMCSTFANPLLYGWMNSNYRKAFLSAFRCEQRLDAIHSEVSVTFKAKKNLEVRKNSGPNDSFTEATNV
CHOP inh – blocks CHOP induction under ER stress; hit rate 3.8% among 220,000; inhibition, % at 10 µM; AID 2732; CHO-K1 CHOP-promoter luciferase, tunicamycin-induced, 15-18 h;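 active = compounds that reduced the stress-induced luciferase reporter signal by more than about 70% of percent inhibition, limit read from the data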;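 note: 0% = tunicamycin plus vehicle and 100% = wells without tunicamycin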
BaF3 parental – parental Ba/F3 viability inhibition as JAK2V617F counter-screen; CellTiter-Glo ATP luminescence; inhibition, % at 5.6 µM; hit rate 1.1% among 220,000; AID 1486;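 active = inhibition above a per-campaign cutoff, the mean inhibition of all tested compounds plus 3 SD, cut at about 27% in these data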;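 note: 0% = DMSO wells and 100% = JAK Inhibitor I control wells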
S1P4 agonist – agonists of human S1P4 receptor; O95977; S1P4-expressing cell line, agonist reporter assay; activation, % at 4.98 µM; hit rate 0.35% among 220,000; in the data active = activation above about 11%;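 note: 0% = DMSO vehicle and 100% = reference agonist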
An asterisk follows results filed as active; · = not tested or not shown.

SMILES	NPY Y1 blocker	S1P4 antagonist	p47phox inh	NPY1 pot ag	Ba/F3 V617F tox	NPY-Y2 PAM-ag	CHOP inh	BaF3 parental	S1P4 agonist
CC(C)(C)NC(=O)c1cccc(NC(=O)CSc2ccc(Cl)cc2)c1	6	-24	-11	11	1	3	24	1	0.4
CCc1nnc(SCC(=O)Nc2ccc(N3CCOCC3)cc2)o1	2	-5	-9	1	3	-12	0	3	-0.2
CC(=O)N1CCCN(Cc2cn(-c3cccc(C)c3)nc2-c2cccc(F)c2)CC1	·	-12	-3	-1	0	-25	-25	4	1.6
CC(C)(C)NC(=O)C(c1ccccn1)N(C(=O)c1csnn1)C1CCCCC1 (stereo not given)	0	1	-8	12	0	-1	22	4	1.9
Cc1nn(Cc2ccc(Cl)c(Cl)c2)c(C)c1NC(=O)c1cn(-c2ccccc2)nc1-c1ccccc1	-5	-6	-20	7	3	-6	54	7	-1.7
CCCn1c(C)cc(C(=O)COC(=O)c2cc(S(=O)(=O)NCC(C)C)c(Cl)cc2Cl)c1C	5	-26	-12	-26	-3	1	17	1	-1.2
c1ccc(Oc2cc(-c3ccccc3)ncn2)cc1	2	12	0	21	1	-11	-12	3	0.3
Cc1ccc(N2C(N)=C(C#N)C(c3cccs3)C3=C2CC(C)(C)CC3=O)cc1 (stereo not given)	2	-3	-31	2	1	8	13	6	-0.2
O=C(COC(=O)C1(c2ccccc2F)CCCC1)NCc1ccc2c(c1)OCO2	5	-20	-3	-13	-1	-8	39	6	-1.5
CC1CCCN(c2ccc(/C=C(\C#N)c3nn(-c4ccccc4)c(N)c3C#N)cc2[N+](=O)[O-])C1 (stereo not given)	-1	-15	·	7	3	2	·	1	1.0
Cc1ccc(NC(=O)C(C)S)cc1 (stereo not given)	·	-9	-2	30	-1	-1	11	-3	0.6
O=CN1CCN(S(=O)(=O)c2ccc(Cl)c(C(=O)O)c2)CC1	12	5	7	3	0	7	3	5	0.9
Cc1noc(C)c1COC(=O)c1ccc2c(c1)OCO2	10	6	-13	-14	2	-7	-12	3	2.1
Cc1ccc(C(=O)NC(NCc2ccco2)C(Cl)(Cl)Cl)cc1 (stereo not given)	0	7	2	14	0	17	45	4	-2.4
CC(C)CCOc1ccc(C2(C)NC(=O)N(CN3CCOCC3)C2=O)cc1 (stereo not given)	-1	4	-5	15	-2	0	-6	7	-1.9
O=C(CSCc1cccc(Br)c1)N1CCOCC1	-3	16	-8	18	0	17	-15	2	-0.7
Cc1ccc(C(=O)OCC(=O)NC2CCCCC2)s1	0	-6	-6	-9	-3	4	7	-1	0.9
CN1CCN(C(=O)c2c(NC(=O)c3ccco3)sc3c2CCC(C(C)(C)C)C3)CC1 (stereo not given)	-1	2	0	-25	-1	-14	21	0	0.6
COc1ccccc1C/C(N)=N/OC(=O)COc1cccc2ccccc12	16	-3	-8	-43	2	-26	23	-3	0.1
CCn1nc(C)c(NC(=O)CCCSc2nc(-c3ccco3)cc(C(F)(F)F)n2)c1C	-3	4	-8	-10	3	-4	-26	9	-0.9
O=C(O)C1CC(c2ccc(F)cc2)=NO1 (stereo not given)	-3	-14	-1	-7	1	-13	25	5	-1.4
O=C(CCCCCn1c(=S)[nH]c2ccc(N3CCOCC3)cc2c1=O)NCc1cccc(Cl)c1	-4	-39	16	12	-3	-17	61	2	4.9
Nc1nonc1-n1nnc(C(=O)N/N=C/C2CC=CCC2)c1CSc1ccccc1 (stereo not given)	·	-7	-2	-1	-3	-9	-4	-2	-0.8
CC1(C)Cc2c(c(-c3ccco3)nc3sc4c(NCCCO)ncnc4c23)CO1	·	-3	-18	24	-6	-24	8	0	-0.8
Cc1nc2ccccc2cc1OCc1ccccc1	-1	-13	-9	10	0	8	55	8	2.5
(further entries)
SMILES	NPY Y1 blocker	S1P4 antagonist	p47phox inh	NPY1 pot ag	Ba/F3 V617F tox	NPY-Y2 PAM-ag	CHOP inh	BaF3 parental	S1P4 agonist
CC(NCCO)C(=O)C12CC3CC(CC(C3)C1)C2 (stereo not given)	-1	-2	-1	-18	1	-6	6	5	0.7
COc1ccc(S(=O)(=O)N2CCCC2)cc1C(=O)N1CCOCC1	0	4	-3	6	-3	-2	16	-2	0.2
COc1ccccc1Nc1ncc(C(=O)N2CCN(Cc3ccc(OC)c(OC)c3OC)CC2)c2ccccc12	6	0	-4	-6	-2	8	2	2	-0.1
Cc1ccccc1C(=O)N1CCC(C(=O)Nc2ccc3c(c2)OCO3)CC1	1	-8	-6	-10	-1	-1	4	6	-0.6
CCN(CC)C(=O)c1csc(Nc2ccc(C)cc2)n1	-4	-13	2	19	1	15	-14	6	1.4
Cc1c(Cl)cccc1NC(=O)CNC(=O)c1ccc(F)cc1	6	-7	-6	14	-1	-2	7	6	2.4
CCOc1ccc(NC(=O)CSc2nnc(C)n2Cc2ccccc2)cc1	-1	-15	-18	-30	-3	-11	18	2	2.4
COc1ccc(/C=N/Nc2nnc(-c3ncc[nH]3)c3ccccc23)cc1	-1	-5	-7	-6	1	12	-12	3	-0.2
CCCCS(=O)(=O)C1CCS(=O)(=O)C1 (stereo not given)	-1	-9	3	-31	5	-13	-3	4	-2.0
CCCCNC(=O)c1c[nH]c2ccc(S(=O)(=O)N3CCOCC3)cc2c1=O	1	6	-2	1	-1	4	-4	4	2.1
O=C(N/N=C/c1cccc([N+](=O)[O-])c1)c1cc2ccccc2o1	3	-7	8	2	0	1	95*	7	3.3
O=C1CCCCC1Sc1nnc(-c2ccc3c(c2)OCO3)o1 (stereo not given)	3	-8	0	-14	5	-19	50	8	-0.4
COc1ccc(CC(=O)OC(C)CN2CCOCC2)cc1 (stereo not given)	12	-7	-3	-11	3	-7	0	9	2.4
Cc1noc(C)c1S(=O)(=O)Nc1ccc(C(=O)NCCc2ccccc2)cc1	1	0	-6	3	1	-5	3	5	0.4
O=c1c2c(-c3ccccc3)csc2ncn1/N=C/c1cccc([N+](=O)[O-])c1O	4	4	·	-9	2	0	7	7	1.1
Cc1ccc(SCCC(=O)NCc2ccccn2)cc1	5	-14	-3	-1	3	2	-23	2	0.9
CNC(=O)c1cc(Nc2nnc(C)c3ccccc23)ccc1OC	0	11	-15	-17	4	7	-7	12	2.0
CC(=O)c1c(C)c[nH]c1C	3	-10	-8	-1	2	6	-15	0	1.6
O=C(COc1ccc(S(=O)(=O)N2CCCC2)cc1Cl)NC1CCCC1	0	-22	-3	8	-1	-1	2	5	0.0
CN(C)/C=N/C(=S)Nc1cc(Cl)cc(Cl)c1	-2	-11	-8	5	-3	6	-7	-3	0.2
C#CCn1c(S(=O)(=O)Cc2ccc(F)cc2)nc(-c2ccccc2)c1-c1ccccc1	21*	-8	-4	0	-1	-14	38	0	0.3
Cc1ccc(-c2[nH]c(-c3ccccc3)nc2SCC(=O)NCC2CCCO2)cc1 (stereo not given)	-3	16	-12	-15	3	0	12	10	0.4
CCN(CC)C(=O)CSc1nnc(COc2ccccc2)n1N	5	-5	-1	7	4	-3	-9	1	-0.3
OCCC1CN(Cc2cccc3nonc23)CCN1C1CCCCC1 (stereo not given)	-3	-3	1	9	-2	-19	11	3	2.1
Cc1ccc(C(=O)C2CCN(CC(=O)Nc3ccc(N(C)C)cc3)CC2)cc1	11	14	-6	17	4	6	31	4	-2.3

Shown as a hit in CHOP inh (from the list above):
| canonical_smiles | NPY Y1 blocker | S1P4 antagonist | p47phox inh | NPY1 pot ag | NPY-Y2 PAM-ag | CHOP inh | S1P4 agonist |
| --- | --- | --- | --- | --- | --- | --- | --- |
| O=C(N/N=C/c1cccc([N+](=O)[O-])c1)c1cc2ccccc2o1 | 3 | -7 | 8 | 2 | 1 | 95* | 3.3 |

(listing goes on)
SMILES	NPY Y1 blocker	S1P4 antagonist	p47phox inh	NPY1 pot ag	Ba/F3 V617F tox	NPY-Y2 PAM-ag	CHOP inh	BaF3 parental	S1P4 agonist
COc1ccc(-c2nn(CCC#N)cc2/C=N/O)cc1OC	-2	-13	-4	17	-5	0	-14	5	1.4
COc1ccc(CCNC(=O)C2CC2)cc1OC	-3	-16	-7	21	-3	13	-4	0	0.6
COc1ccc(CC(=O)NCc2nnc(SCCOc3ccccc3)n2C)cc1	-5	-14	-1	9	3	-2	24	2	-0.4
COc1ccccc1N1CCN(C(=O)CCCC2=NS(=O)(=O)c3ccccc3N2)CC1	-4	-3	-17	20	-2	4	30	0	1.1
Cc1ccc(C(C(=O)NCC2CCCO2)N(Cc2ccccc2)C(=O)c2ccc(-c3ccccc3)[nH]2)o1 (stereo not given)	1	-1	-26	22	-1	16	-2	5	0.0
COC(=O)c1sccc1-n1cccc1C(=O)C(=O)N1CCOCC1	3	-18	-7	0	-5	8	7	2	-0.8
Nc1nc(SCC(=O)NCCCO)nc2sc3c(c12)CCC3	-1	3	-11	4	1	-8	-7	9	0.7
COc1ccc(NC(=O)NNC(=O)CCC(=O)Nc2ccccc2Cl)cc1	0	-8	-6	-1	4	10	-2	10	-0.9
O=C(Nc1ccccc1Br)C1CCN(C(=O)Cc2ccccc2)CC1	7	-15	-11	2	3	8	-1	11	-0.4
S=c1nc(-c2ccccc2Br)[nH][nH]1	0	-1	-2	19	-4	12	26	1	-0.8
CN(C)C(=O)C1CCC(=O)N1Cc1cccs1 (stereo not given)	1	-4	4	4	-1	-11	-9	5	-3.2
CC(=O)N(c1ccccc1)c1nc(/C=C/C(=O)Nc2c(C)cc(C)cc2C)cs1	14	-6	-13	5	0	9	54	5	0.9
Cc1cc(C(=O)COc2ccccc2[N+](=O)[O-])c(C)n1C1CC1	4	-9	·	-8	2	-18	-13	4	0.5
Cc1ccsc1C(=O)Nc1ccc(F)c([N+](=O)[O-])c1	10	-15	-5	-25	2	6	-21	9	0.6
COC(=O)c1c(NC(=O)CSc2ncnc3[nH]ncc23)sc2c1CCC2	-2	-2	8	-2	-2	-14	77*	2	2.2
C=CCCC(=O)Nc1nc(C)c(-c2csc(Nc3ccc(Cl)cc3)n2)s1	0	18	-60	8	-2	4	49	2	0.0
N#CCCn1cc(/C=N/NC(N)=S)c(-c2ccc(-c3ccccc3)cc2)n1	-3	-3	-19	21	0	13	-51	-4	2.6
Cc1c(C(=O)NCCN2C(=O)S/C(=C\c3cccs3)C2=O)cccc1[N+](=O)[O-]	-2	-4	-13	17	-1	5	4	2	-0.1
O=C(NC1CCCCC1)C(c1ccc2ncccc2c1)N(Cc1ccccc1)C(=O)c1cccs1 (stereo not given)	24*	-16	2	-1	-4	-27	16	4	-2.9
Cc1ccc(S(=O)(=O)N(C)c2ccc(OC(=O)c3ccc(=O)[nH]c3)cc2)cc1	-3	-37	-4	-20	-1	-6	17	-4	0.7
Cc1ccc(N2C(=O)C3C(C2=O)C2C=CC3C23CC3)cc1 (stereo not given)	-1	-30	-20	22	0	7	-13	-1	1.0
CSc1ccc(/C=C/C(=O)Nc2ccccc2)cc1	2	4	-10	4	-2	-5	84*	-1	1.3
COC(=O)Nc1nc2ccc(C(=O)c3ccc(F)cc3)cc2[nH]1	17	-8	-20	20	51*	17	-26	19	1.9
O=C(O)c1nn(-c2ccc(Cl)cc2)ccc1=O	-5	-6	-6	-10	-3	-5	6	0	-1.4
CCOC(=O)c1cnc2c(N=Nc3cccc(Cl)c3)c(N)nn2c1N	2	3	-5	15	1	-10	52	4	-0.2
CCc1nnc(NS(=O)(=O)c2ccc(NC(=S)NC(=O)c3ccc(F)cc3)cc2)s1	9	-7	-17	5	0	-7	-13	8	0.5
COc1ccc(CN2C(=O)c3cccc4cccc(c34)C2=O)cc1	·	-3	-1	0	-1	3	23	5	0.1
COCc1nc(-c2cc(OC)c(OC)c(OC)c2)no1	-1	-4	-10	-5	-1	7	-19	1	-0.8
CC(C)NC(=O)CN(C)S(=O)(=O)c1ccc(F)cc1	1	-2	-9	13	-1	3	10	-1	1.5
